High-throughput results: PubChem, National Center for Advancing Translational Sciences (NCATS)
a7 integrin act: integrin-mediated muscular dystrophy alleviation activation; 350,000 tested, 0.064% active; AID 624291; alpha7betagal myoblasts, beta-gal FDG fluorescence, 48 h; Potency, µM (titrated, usually from 38.3 µM), inactives show at the top dose activation, most hits filed as activators;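 also: potency is read from the fitted curve at half-maximal effect; 100% = response of the positive control SU9516; nearly all actives have a fitted effect of over 60% in size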
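Alpha7betagal+/- myoblasts (passage 13) were plated 16-24 hr, then exposed to compounds (1:260 dilution of DMSO stock) for 48 hours at 37C. After MPER lysis, β-galactosidase reporter activity was read as FDG fluorescence (ex 480/em 540) after 30 minutes.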
ELG1 repair inh: ELG1-dependent DNA repair inhibition; 330,000 tested, 2.3% active; HEK293T ELG1-luciferase reporter, luminescence, 16 h; DNA damage induced by 5-fluorouridine; Potency, µM (titrated, usually from 46.1 µM), for the others: top-dose activity change, negative = inhibition, most hits filed as inhibitors; also: potency is read from the fitted curve at half-maximal effect; % is scaled to controls: 0 for no effect and ±100 for the full control effect; nearly all actives have a fitted effect of over 55% in size
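Cells (2,000 per well) received 5-fluorouridine plus test compound or DMSO and were incubated 16 hr at 37 °C, 5% CO2. Luciferase activity was read by luminescence 30 min after ONE-Glo addition; signal suppression marked inhibition of damage-induced ELG1 function.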
MLL CXXC-DNA inh: blocks binding of human MLL CXXC domain to DNA | Q03164 | AID 2662 | 290,000 tested, 0.037% active | Potency, µM (highest dose often 115 µM), without a hit: at the top dose activity change, negative = inhibition, hits mostly inhibitors | MLL-CXXC / FITC-HOXA9 DNA fluorescence polarization; active = well fitted inhibition curve with a large enough effect in the polarisation, with a control signal flat, not every such curve was filed as active; inconclusive = small, poorly fitted or top-dose-only effect, or effect the other way, or a change in a side signal; inactive = no such curve, though single readings can be large or run the other way; the % refers to the polarisation; also: potency is read from the fitted curve at half-maximal effect
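Fluorescence polarization: 7 uM MLL-CXXC (stock) preincubated 5 min with compounds, then 50 nM fluorescein-HOX-A9 DNA (stock) added; 30 min ambient. Buffer 50 mM Tris-HCl pH 7.5, 50 mM NaCl, 1 mM DTT, 0.05% BSA.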
TCR activator: activates T cell receptor signaling. Potency, µM (top dose mostly 9.22 µM), inactives show top-dose activation of IL-2 secretion, hits mostly activators. primary human leukocytes, anti-CD3, IL-2 HTRF, 48 h. 330,000 tested, under 10 active; also: % of control where 0% means no effect
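Primary human leukocytes incubated 48 hr with anti-CD3 beads plus compound, without co-stimulation. Secreted IL-2 measured by HTRF (europium cryptate/d2 anti-IL-2 pair, 320 nm excitation, 665 nm emission).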
A-T KAP1 phos: potential ataxia-telangiectasia treatment. […] A-T fibroblasts, KAP-1 phosphorylation AlphaLISA; neocarzinostatin DNA damage 30 min before lysis. Potency, µM (top dose mostly 57.5 µM), inactives show at the top dose activation, hits mostly activators. 320,000 tested, 0.19% active; also: potency is read from the fitted curve at half-maximal effect; % of control where 0% means no effect; nearly all actives have a fitted effect of over 45% in size
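ATM-like activity read as KAP-1 phosphorylation via AlphaLISA donor/acceptor antibody pairs after lysis and 6 hr at 25C. Cells were ATM-null patient fibroblasts ([…], hTERT), dosed 60 min, then exposed to the DSB inducer NCS for 30 min.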
TRPV1 agonist: human TRPV1 agonism; Q8NER1; TRPV1-expressing cells, Fluo-8 calcium influx, agonist mode; 320,000 tested, 0.19% active; activation, % at 8.33 µM; in the data active = activation above about 80%; inconclusive = between about 30% and that limit; also: 0% is about no effect
Target sequence (Q8NER1 whole entry, looked up): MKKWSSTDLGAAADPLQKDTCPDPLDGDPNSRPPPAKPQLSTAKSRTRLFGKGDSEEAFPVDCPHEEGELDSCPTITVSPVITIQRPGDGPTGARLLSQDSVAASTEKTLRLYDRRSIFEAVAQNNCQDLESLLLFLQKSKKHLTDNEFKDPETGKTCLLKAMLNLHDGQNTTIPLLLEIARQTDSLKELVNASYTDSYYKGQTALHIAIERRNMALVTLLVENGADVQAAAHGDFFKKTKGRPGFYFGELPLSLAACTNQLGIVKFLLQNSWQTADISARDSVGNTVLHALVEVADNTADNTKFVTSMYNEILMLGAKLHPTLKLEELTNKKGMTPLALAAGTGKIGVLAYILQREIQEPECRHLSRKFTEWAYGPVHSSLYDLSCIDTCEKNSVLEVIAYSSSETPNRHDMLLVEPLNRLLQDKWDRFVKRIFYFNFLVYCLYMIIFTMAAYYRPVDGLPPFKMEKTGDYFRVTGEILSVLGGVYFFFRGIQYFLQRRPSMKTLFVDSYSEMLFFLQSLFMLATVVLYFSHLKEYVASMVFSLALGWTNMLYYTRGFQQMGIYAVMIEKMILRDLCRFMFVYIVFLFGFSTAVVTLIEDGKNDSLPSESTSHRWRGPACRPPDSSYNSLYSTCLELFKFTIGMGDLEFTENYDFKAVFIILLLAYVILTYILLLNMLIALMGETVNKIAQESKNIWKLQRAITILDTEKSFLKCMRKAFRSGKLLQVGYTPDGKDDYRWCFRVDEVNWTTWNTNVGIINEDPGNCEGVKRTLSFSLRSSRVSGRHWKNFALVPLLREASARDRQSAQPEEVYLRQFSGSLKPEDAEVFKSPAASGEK
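Cells expressing TRPV1 were dye-loaded with Fluo-8 and read kinetically: 10 s baseline, 3 min after compound (agonist portion), then 2 min after EC20 capsaicin (allosteric enhancer portion). Calcium-bound dye fluorescence at 480/520 nm.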
p53 reactivation: mutant p53 re-activation in reporter cells. H1299 p53-A138V BP100-luciferase reporter, luminescence, 24 h. 320,000 tested, 0.063% active. Potency, µM (series often up to 92.2 µM), for the others: top-dose activity change, positive = activation, hits mostly activators; also: potency is read from the fitted curve at half-maximal effect; % of control where 0% means no effect; nearly all actives have a fitted effect of over 45% in size
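H1299 (p53-null), stable ts p53-A138V + BP100-Luc; 1000 cells/well, Opti-MEM/10% FBS; cpd 4 pt, 1:5; 24 h, 37 deg C, 5% CO2; detection reagent 10 min RT; luminescence.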
B2AR arrestin: recruits beta-arrestin to the human beta2-adrenergic receptor. P07550. beta-arrestin recruitment to beta2AR, cell-based reporter. Potency, µM (highest dose often 46.1 µM), for the others: at the highest dose activation, usual class: activators. 330,000 tested, 0.02% active;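 also: potency is read from the fitted curve at half-maximal effect; 0% = DMSO controls and full agonism = EC100 isoproterenol or metaproterenol; nearly all actives have a fitted effect of over 65% in size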
BRCA1 expr up: activators of BRCA1 expression; MCF7-BRCA1-FFLuc reporter, luminescence, 48 h; response scale: scaled: vehicle 0%, 10 µM genistein 100%; Potency, µM (series often up to 46.1 µM), inactives show at the top dose activation, usual class: activators; 380,000 tested, 1.1% active; AID 624202; also: potency is read from the fitted curve at half-maximal effect; nearly all actives have a fitted effect of over 80% in size; some results filed as inactive show a strong effect at the top dose
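First, MCF7-BRCA1-FFLuc cells (2000/well) attach for 2 h; next, compounds are pin-added and incubated 48 h at 37 °C; finally, luciferase reagent is added and luminescence read after 15 min.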
PTAP TSG101 blk: blocks PTAP/TSG101 interaction to inhibit HIV-1 budding | Fluorescence polarization, FITC-PTAP peptide / Tsg101 binding | Potency, µM (top dose mostly 115 µM), without a hit: top-dose activity change, negative = inhibition, usual class: inhibitors | 340,000 tested, under 10 active | Q99816; active = well fitted inhibition curve with a large enough effect in the main read-out, with a control signal flat, not every such curve was filed as active; inconclusive = small, poorly fitted or top-dose-only effect, or effect the other way, or a change in a side signal; inactive = no such curve, though single readings can be large or run the other way; also: potency is read from the fitted curve at half-maximal effect; % of control where 0% means no effect
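FP read-out: FITC-PTAP peptide, 50 nM final, binding Tsg101 binding domain, 10 uM final; 20 min, r.t.; 10 mM HEPES pH 7.5, 0.15 M NaCl, 0.01% Tween 20, 3 mM EDTA, 0.1 mM TCEP.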
* marks the source's active call; other numbers are inactive results; ? = inconclusive; . = no result given; [ ] = remark or other dose. Unless noted, calls follow the shape of the dose curve; as a rule, active = well fitted curve in the direction sought with a large enough effect; inconclusive = small, poorly fitted or top-dose-only effect, or another doubt; inactive = no such curve, though single readings can be large; an effect the other way counts as inactive or inconclusive. The order is random. Share with any hit: about 3.8%.

1	CCn1nc(NS(=O)(=O)c2ccc(NC(C)=O)cc2)c2cc3ccc(C)cc3nc21
2	O=C1NC(=S)S/C1=C\c1coc2ccc(O)cc2c1=O
3	CN(Cc1nc2c(s1)CCCC2)C(=O)CCc1nnc(-c2ccc3c(c2)OCO3)o1
4	COc1ccc(NC(=O)CSc2nnnn2C)cc1
5	Cn1c(=O)c2c(SCc3ccccc3)nc(-c3ccco3)nc2n(C)c1=O
6	C(=NN1CCCCCC1)c1ccc2ccccc2n1
7	O=C(c1cc2ccccc2oc1=O)N(Cc1ccco1)CC1CCCO1 (stereo not given)
8	O=C(O)CCC(=O)NNC(=O)c1cccs1
9	CCN(CC)C(=O)C1CCCN(C(=O)CCn2nnnc2CN2CCOCC2)C1 (stereo not given)
10	O=C(Nc1ccccc1N1CCOCC1)c1ccc([N+](=O)[O-])o1
entry no.	1	2	3	4	5	6	7	8	9	10
a7 integrin act	5%	13%	5%	-14%	.	-10%	-4%	17%	-8%	-46%
ELG1 repair inh	13%	?	-10%	?	?	.	3%	6%	8%	-3%
MLL CXXC-DNA inh	-15%	-11%	9%	-11%	6%	.	-1%	1%	-1%	23%
TCR activator	-5%	1%	-2%	0%	.	1%	-3%	8%	4%	-3%
A-T KAP1 phos	-9%	-17%	5%	3%	-7%	.	-9%	-1%	9%	-7%
TRPV1 agonist	-7	-2	2	-5	1	.	2	1	2	-2
p53 reactivation	-5%	19%	-3%	-2%	-3%	.	2%	3%	5%	-4%
B2AR arrestin	6.9%	0.3%	0.2%	0.1%	-1.0%	.	-0.2%	0.4%	0.0%	-0.3%
BRCA1 expr up	-3%	72%	-7%	-24%	.	-61%	2%	14%	1%	-88%[inhibitor]
PTAP TSG101 blk	-5%	-2%	-1%	-4%	.	-2%	-2%	0%	-7%	0%

3 compounds from above, arranged by the value under TCR activator, lowest first:
| no. | smiles | a7 integrin act | MLL CXXC-DNA inh | TCR activator | TRPV1 agonist | p53 reactivation | B2AR arrestin | BRCA1 expr up | PTAP TSG101 blk |
| --- | --- | --- | --- | --- | --- | --- | --- | --- | --- |
| 3 | CN(Cc1nc2c(s1)CCCC2)C(=O)CCc1nnc(-c2ccc3c(c2)OCO3)o1 | 5% | 9% | -2% | 2 | -3% | 0.2% | -7% | -1% |
| 6 | C(=NN1CCCCCC1)c1ccc2ccccc2n1 | -10% | . | 1% | . | . | . | -61% | -2% |
| 8 | O=C(O)CCC(=O)NNC(=O)c1cccs1 | 17% | 1% | 8% | 1 | 3% | 0.4% | 14% | 0% |

(further entries)
11	CCOc1cc(/C=C/c2ccc3cccc([N+](=O)[O-])c3n2)ccc1O
12	O=C(CCc1c[nH]c2ccccc12)OCc1cccc([N+](=O)[O-])c1
13	Cc1cc(C)n(-c2nc(NCc3cccnc3)c3c4c(sc3n2)COC(C)(C)C4)n1
14	COc1ccc(S(=O)(=O)N2CCCOC2CNC(=O)C(=O)NCc2ccco2)cc1 (stereo not given)
15	COCCNC(=O)c1cccc(OC2CCN(Cc3ccc(C(=O)OC)cc3)CC2)c1
16	CC[C@@]12C(=O)N(c3cccc(C)c3)C(=O)N1[C@H](c1ccc(Br)cc1)[C@@H]1C(=O)N(C(C)(C)C)C(=O)[C@@H]12
17	COc1ccc(-n2c(=O)[nH]c3c(C(N)=O)nc(C4CCCCC4)nc32)cc1
18	CC(C)(C)c1cc(C(=O)NCCN2CCCC2)cc(C(C)(C)C)c1
19	Cc1cc(/C(N)=N/OC(=O)c2cccc(Cl)c2)no1
20	CCC(NC(=O)c1ccccc1NC(=O)c1ccc(OC)cc1)C(=O)N1CCCC1 (stereo not given)
entry no.	11	12	13	14	15	16	17	18	19	20
a7 integrin act	-44%[inhibitor]	5%	-4%	1%	10%	28%	7%	-67%[inhibitor]	-8%	6%
ELG1 repair inh	-23%	-4%	?	-5%	-16%	-8%	2%	4%	?	?
MLL CXXC-DNA inh	7%	36%[activator]	4%	-8%	-7%	-2%	18%	3%	2%	-3%
TCR activator	2%[46.1 µM]	-7%	0%	-4%	-2%	1%	1%	-2%	-6%	-1%[46.1 µM]
A-T KAP1 phos	-5%	4%	3%	-9%	12%	3%	0%	-4%	10%	0%
TRPV1 agonist	2	21	26	6	8	5	-3	17	.	14
p53 reactivation	-8%	2%	9%	1%	-2%	7%	-2%	-5%	9%	?
B2AR arrestin	-2.0%	-0.3%	3.7%	-0.1%	-1.9%	0.4%	0.1%	0.0%	0.4%	3.7%
BRCA1 expr up	-62%	-25%	-47%	-2%	-7%	-32%	22%	-24%	32%	54%
PTAP TSG101 blk	-4%	2%	-2%	-5%	2%	-6%	-2%	-10%	0%	-5%

21	COc1ccc(S(=O)(=O)NC(C)C(=O)NCC2CCCO2)cc1OC (stereo not given)
22	Cc1[nH]nc(-c2ccc(OCc3cnn(-c4ccccc4)c3)cc2O)c1Oc1ccc(Cl)cc1
23	Cc1ccc(C(=O)NCCN2C3=NC[C@H](C(C)C)N3C[C@H]2Cc2ccc(O)cc2)cc1Br
24	CCN(C(=O)/C=C/c1ccc2c(c1)OCO2)c1ccccc1
25	Cc1ccccc1CSc1nn2c(=O)c(C)nnc2s1
26	Fc1cccc2sc(Nc3nc4cc5c(cc4s3)OCO5)nc12
27	CCOc1ccc(-n2c(SCC(=O)Nc3nccs3)nnc2-c2ccoc2C)cc1
28	CC(NC(=O)Nc1ccc(Cl)cc1)C(c1cccs1)N1CCOCC1 (stereo not given)
29	O=S(=O)(/N=S1\CC=CCN1S(=O)(=O)c1ccccc1)c1ccccc1 (stereo not given)
30	Cc1cc(C(=O)NC(C)c2ccccc2)c2cc(F)ccc2n1 (stereo not given)
entry no.	21	22	23	24	25	26	27	28	29	30
a7 integrin act	8%	-56%[inhibitor]	-30%	10%	-20%	-20%	-11%	-1%	-17%	-3%
ELG1 repair inh	5%	?	4%	10%	?	?	?	-6%	.	-1%
MLL CXXC-DNA inh	15%	22%	0%	9%	10%	0%	3%	10%	.	-3%
TCR activator	5%	-2%	0%	-11%[46.1 µM]	6%	-13%[46.1 µM]	2%	10%	-2%	-12%
A-T KAP1 phos	7%	9%	-16%	0%	1%	-3%	6%	2%	.	6%
TRPV1 agonist	-4	1	3	22	-3	0	7	22	.	2
p53 reactivation	4%	-23%	-6%	15%	11%	?	-2%	-4%	.	-5%
B2AR arrestin	-1.1%	0.3%	3.3%	0.0%	0.4%	-1.0%	-0.3%	-0.2%	.	0.2%
BRCA1 expr up	-46%	-82%[inhibitor]	-20%	-5%	21%	-23%	-22%	1%	2%	-13%
PTAP TSG101 blk	0%	-9%	-2%	-6%	-1%	0%	-3%	-2%	-7%	-5%

31	CCNc1nc(NCC)n2c(SC(C(=O)Nc3cc(Cl)cc(Cl)c3)c3ccccc3)nnc2n1 (stereo not given)
32	COc1ccc(NC(=O)C2CCC(N3C(=O)C4CCCCC4C3=O)CC2)cc1 (stereo not given)
33	CC(=O)Nc1ccc(C=NNC(=O)c2ccc(NS(=O)(=O)c3cccs3)cc2)cc1
34	COc1cc(CC(=O)NCC2CCCCC2)cc(OC)c1OC
35	CC(Nc1nc(N2CCNCC2)nc2ccccc12)c1ccccc1 (stereo not given)
36	Cc1cc2cc(CNC(=O)Cc3ccc([N+](=O)[O-])cc3)ccc2n1C
37	COC(=O)C1CCN(C(=O)COC(=O)C2CCN(S(=O)(=O)c3ccc(C)c(C)c3)CC2)CC1
entry no.	31	32	33	34	35	36	37
a7 integrin act	12%	-1%	35%	-16%	-66%[inhibitor]	9%	20%
ELG1 repair inh	13%	-14%	?	-12%	1%	0%	16%
MLL CXXC-DNA inh	11%	3%	.	-5%	13%	-8%	.
TCR activator	-1%[46.1 µM]	2%	0%[46.1 µM]	3%	0%	0%	-2%
A-T KAP1 phos	4%	-7%	3%	-4%	7%	-1%	7%
TRPV1 agonist	-1	6	.	1	6	?	-1
p53 reactivation	-9%	-3%	-4%	-3%	-14%	0%	-1%
B2AR arrestin	-0.4%	-0.7%	-0.3%	0.3%	-0.2%	0.1%	-0.1%
BRCA1 expr up	0%	-11%	-2%	-4%	-38%	0%	0%
PTAP TSG101 blk	-2%	-2%	-1%	1%	-3%	0%	0%

An excerpt from above, limited to A-T KAP1 phos, PTAP TSG101 blk and B2AR arrestin:
| item | canonical_smiles | A-T KAP1 phos | PTAP TSG101 blk | B2AR arrestin |
| --- | --- | --- | --- | --- |
| 32 | COc1ccc(NC(=O)C2CCC(N3C(=O)C4CCCCC4C3=O)CC2)cc1 (stereo not given) | -7% | -2% | -0.7% |
| 33 | CC(=O)Nc1ccc(C=NNC(=O)c2ccc(NS(=O)(=O)c3cccs3)cc2)cc1 | 3% | -1% | -0.3% |
| 31 | CCNc1nc(NCC)n2c(SC(C(=O)Nc3cc(Cl)cc(Cl)c3)c3ccccc3)nnc2n1 (stereo not given) | 4% | -2% | -0.4% |
